AID2073: inhibitors of Mint1-CaV2.2 protein interaction, biochemical, HTRF (AID 2073) | HTRF protein-protein interaction, Mint1-CaV2.2; higher % means a stronger effect | inhibition, % at 20 µM; hits with a dose series show IC50 in µM | actives 0.19% (n = 290,000); in the data active = inhibition mostly above about 51%, no sharp cut-off; inconclusive = no clear call, values can overlap the other calls; inactive = mostly below about 53%; also: some results filed as inactive read as strong as hits
bCat nuc transl: modulators of beta-catenin nuclear translocation; nuclear translocation activity, % at 5 µM; HeLa beta-catenin nuclear translocation, immunofluorescence imaging; actives 0.3% (n = 190,000); AID 1665;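 active = nuclear translocation activity above 50% at 5 µM, with a well cell count of 50 or more; inconclusive = wells under 50 cells across six images, flagged as toxic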;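 also: per-cell ratio of nuclear to cytoplasmic median beta-catenin stain intensity; plate controls were DMSO negative control for no effect and GSK-3 inhibitor IX positive control for full effect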
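test system = HeLa cells, endogenous beta-catenin | dosing = single 5 µM dose plus 0.02–20 µM confirmation series | times = compound treatment 24 h, 37°C, 5% CO2 | technique = beta-catenin immunofluorescence imaging with DAPI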
Autophagy HCS: modulators of autophagy | MEF GFP-LC3 puncta imaging; test concentration mostly 10 µM | calls only at 10 µM (by protocol) | actives 0.98% (n = 190,000) | AID 463193;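 active = percentage of spot-positive cells more than 3 SD above its plate mean, without a fluorescence outlier flag or 80% toxicity; inconclusive = no clear call, values can overlap the other calls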;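 also: spot-positive cell cutoff set from DMSO-treated cells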
Dynein transport: blocks dynein driven cargo transport along microtubules; 3617.4 mouse cells, GR-EGFP nuclear translocation imaging; test concentration mostly 20 µM; stimulated with dexamethasone, 1 µM; stronger effect = lower value; z-score, hits read low; actives 0.47% (n = 220,000);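 active = plate z-score of nuclear minus cytoplasmic receptor signal below a set negative limit, without overly bright fluorescence or cell loss, cut at about -3.5 in these data, passing the limit was not always enough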;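 also: z-score of nuclear minus cytoplasmic ring GR-EGFP intensity difference per well; some compounds called inactive have numbers as strong as hits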
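Buffer or medium: tet-free medium with charcoal-stripped serum / Also added: dexamethasone agonist, 1.0 µM final, for 30 min / Timing: induction 48 h, compound 1 h, agonist 30 min / Measured by: high-content fluorescence imaging after fixation / Read-out: nuclear-to-cytoplasmic GR-EGFP distribution per well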
MT stabilize HCS: microtubule stabilization, imaging screen; HeLa tubulin immunostaining HCS, 24 h; share of cells brighter than vehicle mean+2SD; % tubulin-high responders, % at 10 µM; actives 0.83% (n = 200,000); AID 2205;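 active = plate Z-score above 3 for both tubulin-high and condensed-nucleus cell shares, with cell loss under 80%, at 10 µM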;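 also: anti alpha tubulin signal scored within the nucleus-defined area of each cell; some results filed as inactive read as strong as hits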
Ins promoter up: MIN6 insulin promoter up-regulation; MIN6 insulin promoter-GFP reporter, high-content imaging; stronger effect = higher value; z-score at 5 µM; actives 0.3% (n = 190,000); AID 1625;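 active = z-score above 3 at 5 µM with at least 500 cells counted in the well; inconclusive = wells under 500 cells, flagged as cytotoxic or low count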
Yfh1-depleted yeast: enhancers of respiration in Yfh1-depleted yeast, dose response, Friedreich's ataxia, plus single-dose screen (AID 1465) | actives 0.074% (n = 220,000) | one-dose fold induction at 50 µM; EC50 in µM for titrated hits | S. cerevisiae Yfh1-off respiration, WST-1 reduction, 72 h; higher fold induction means a stronger effect;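 active = fold induction of absorbance versus untreated yeast above a set limit, then at least 30% activation at any dose in follow-up; inconclusive = repeats straddling the limit, or above it without dose testing; inactive = fold induction below the set limit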;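 also: activators that raise dye reduction in frataxin-depleted yeast; strong numbers were not always called active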
WT yeast gro inh: growth inhibition of WT yeast, mitochondrial fusion screen | actives 2.1% (n = 190,000) | inhibition, % at 10 µM | mitochondrial fusion phenotypic screen, WT strain; in the data active = inhibition above about 58%; tested in S. cerevisiae
HIV fusion peptide: cell-free HIV fusion peptide-binding blockers – biochemical, uHTS, fluorescence dequenching, primary screen (AID 1986); cell-free peptide binding, fluorescence dequenching, 30 min; higher % means a stronger effect; actives 0.3% (n = 290,000); one-dose inhibition, % at 20 µM; IC50 in µM for titrated hits; in the data active = inhibition mostly above about 52%, no sharp cut-off; inactive = mostly below about 76%; also: some results filed as inactive read as strong as hits
WT yeast gro inh mutant strain: recorded beside WT yeast gro inh, whose call it bears; inhibition, %; mitochondrial fusion phenotypic screen, mutant strain inhibition
Dynein transport cytoplasmic EGFP: also measured in Dynein transport; calls as there; z-score; measured here: cytoplasmic GR-EGFP intensity; stronger effect = higher value
Dynein transport nuclear GR-EGFP: second read-out of Dynein transport, no call of its own (marks repeat the call); z-score; measured here: nuclear GR-EGFP intensity;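 lower value marks the stronger effect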
Dynein transport cell count: recorded beside Dynein transport, whose call it bears; z-score; measured here: cell count per field
Ins promoter up cell count: recorded beside Ins promoter up, whose call it bears; cell count; measured here: cytotoxicity, nuclei count;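 total cells summed across four imaged fields per well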
bCat nuc transl cell count 5 µM: second read-out of bCat nuc transl, no call of its own (marks repeat the call); cell count; measured here: cell count, cytotoxicity flag
MT stabilize HCS Hoechst-high %: further read-out of MT stabilize HCS, marked with its call; % Hoechst-high responders; measured here: nuclear condensation Hoechst responders;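 share of cells brighter than vehicle mean plus two SD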
MT stabilize HCS cytotoxicity %: recorded beside MT stabilize HCS, whose call it bears; toxicity, %; measured here: cytotoxicity by cell density;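 0% = mean cell density of plate MIN control wells and 100% = no cells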
Autophagy HCS cell loss 18 h: further read-out of Autophagy HCS, marked with its call; toxicity, %; measured here: cell loss, nuclei count;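 cell loss after 18 h compound exposure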
* marks the source's active call; other numbers are inactive results; i = inactive; u = inconclusive; x = not tested or not shown.

SMILES	AID2073	bCat nuc transl	bCat nuc transl cell count 5 µM	Autophagy HCS	Autophagy HCS cell loss 18 h	Dynein transport	Dynein transport cytoplasmic EGFP	Dynein transport nuclear GR-EGFP	Dynein transport cell count	MT stabilize HCS	MT stabilize HCS Hoechst-high %	MT stabilize HCS cytotoxicity %	Ins promoter up	Ins promoter up cell count	Yfh1-depleted yeast	WT yeast gro inh	WT yeast gro inh mutant strain	HIV fusion peptide
O=C1NC(=Nc2ccc3ccccc3c2)S/C1=C/c1ccco1	74.5%	-0.6	1057	i	1.5	0.802	0.585	1.03	-2.17	1.4	2.5	0.5	-0.19	1208	i	10.8	9.9	54.8%*
Cc1ccc(OCC(=O)OCc2c(C)noc2C)cc1C	6.4%	0.9	1246	i	-9.0	-0.984	-0.294	-0.398	1.35	1.4	1.6	5.8	-0.4	960	i	2.3	14.4	0.2%
CCOc1cc(N2CCOCC2)c(OCC)cc1NC(=O)CN1CCCC(C)C1 (stereo not drawn)	24.7%	x	x	i	2.7	2.95	-0.0796	1.42	-2.37	2.9	2.7	10.3	-0.83	1214	i	-12.0	-42.2	-1.1%
Cc1cccc(C)c1NC(=O)C(c1ccccc1)N1CC(=O)Nc2ccccc21 (stereo not drawn)	5.1%	3.2	492	i	15.9	0.279	-0.173	1.15	-1.09	4.0	2.1	8.5	0.04	1067	x	17.7	3.2	0.0%
CCOC(=O)c1[nH]nc(-c2cc(CC)c(O)cc2O)c1-c1cscn1	-17.6%	-1.2	1423	i	-5.3	0.177	-0.198	-0.828	0.702	5.3	2.9	6.1	-1.04	1112	i	9.7	-0.4	7.9%
CS(=O)(=O)N1CCCC(C(=O)Nc2ccc(Br)cc2F)C1 (stereo not drawn)	-5.7%	17.1	718	i	37.7	-0.441	-0.213	-0.0409	-0.0498	2.4	2.0	1.5	0.56	1450	i	8.0	6.7	-2.0%
CSc1n[nH]c(=S)n1N	-28.2%	0.2	1330	x	x	1.02	-0.186	1.25	-1.42	x	x	x	0.03	638	i	x	x	-2.5%
CC(Cc1ccccc1)NC(=O)c1cc([N+](=O)[O-])ccc1Cl (stereo not drawn)	-6.2%	-1.7	1366	x	x	1.25	-0.182	0.394	-0.625	x	x	x	x	x	i	x	x	-1.7%
CCn1c(SCC(=O)Nc2cc(C)on2)nnc1-c1cccnc1	11.3%	-4.5	928	i	49.6	-0.687	-0.189	-0.339	0.685	1.6	1.5	7.6	-0.06	1436	i	-25.6	-1.4	10.7%
O=C(NCSc1ccnc(SCNC(=O)c2ccc(F)cc2)n1)c1ccc(F)cc1	-22.5%	0.6	927	i	-26.1	-0.378	-0.173	-0.358	0.239	2.9	2.1	0.6	1.96	1919	i	4.4	8.6	-2.9%
CC(C)c1ccc(OCC(=O)N2CCCCCC2)c(Br)c1	-8.4%	-0.3	1517	i	-26.8	-0.834	-0.249	-0.418	0.617	2.0	0.8	5.1	0.34	1501	i	11.4	3.2	-2.0%
CCn1c(SCC(=O)Nc2cccc(OC)c2)nnc1-c1ccc(Cl)cc1	-5.7%	-0.5	1093	i	-7.8	0.431	-0.0898	0.211	0.107	2.3	4.0	9.0	-0.09	1289	i	-57.8	-16.6	1.5%
COc1ccc(Cl)cc1NC(=O)C(C)Sc1n[nH]c(N)n1 (stereo not drawn)	6.8%	-2.1	1381	i	-0.2	0.0448	-0.492	0.145	0.267	2.3	1.5	13.8	0.3	1692	i	7.0	4.8	0.5%
Cc1ccc2c(c1)C1NC(=S)NC(C)(O2)C1C(=O)Nc1ccc(Cl)cc1 (stereo not drawn)	-3.8%	-0.1	1083	i	-0.3	-0.446	-0.0966	-0.204	1.76	1.6	2.4	13.0	-0.1	1484	i	-0.1	25.0	-1.1%
COc1ccc(C2C3C(=O)N(N(C)c4ncc(C(F)(F)F)cc4Cl)C(=O)C3ON2C)cc1 (stereo not drawn)	9.1%	0.1	1097	i	-4.8	2.57	-0.0536	1.25	-1.11	3.8	1.8	2.4	1.02	1332	i	16.4	1.5	-0.8%
O=C(NC(Cc1ccccc1)C(=O)NC1CC1)OCc1ccccc1 (stereo not drawn)	-6.4%	1.7	1529	i	-3.9	-1.22	-0.336	-0.274	1.81	4.9	2.9	6.6	-0.11	1389	i	-16.8	6.2	0.7%
CCOC(=O)C1(CCc2ccccc2)CCN(C(=O)CCn2cncn2)CC1	5.0%	0.0	1027	i	5.0	0.115	-0.274	-0.00181	0.0775	5.9	2.8	8.1	0.71	1474	i	0.6	9.1	-0.5%
Cc1ccc(S(=O)(=O)c2c(N)n(Cc3ccco3)c3nc4ccccc4nc23)cc1C	10.7%	-2.5	1047	i	27.0	-0.643	0.699	-0.0237	0.283	3.1	1.3	4.0	0.2	775	i	12.5	-0.2	96.1%
O=C(/C=C/c1cccnc1)/C=C/c1cccnc1	-8.9%	6.8	1111	x	x	-6.44*	1.93*	-2.62*	0.0661*	x	x	x	u	x	i	x	x	-1.8%
Nc1ncnc2c1ncn2C1OC(CO)C(O)C1N (stereo not drawn)	-6.3%	0.6	1344	x	x	0.862	-0.263	0.0021	-0.266	x	x	x	0.02	1133	i	x	x	-1.3%
CN(C1CCCCC1)S(=O)(=O)c1ccc(NC(=O)C2CCCCC2)cc1	-2.8%	-0.6	1070	i	40.4	0.207	-0.0554	0.645	-0.623	1.3	0.8	7.3	0.29	761	i	9.4	-17.7	-0.3%
FC(F)c1nnc2c(Cl)cc(C(F)(F)F)cn12	10.7%	6.4	835	i	28.4	1.36	-0.293	0.709	-0.372	3.3	1.5	1.4	-0.53	1585	i	-1.3	-4.7	0.1%
O=C(Nc1cc(C(F)(F)F)ccc1N1CCCCC1)c1ccco1	4.4%	-0.8	1007	i	12.5	0.161	-0.157	0.426	1.16	3.2	3.2	4.3	-1.11	1304	i	2.3	8.2	1.7%
CC(C)CNC(=S)Nc1ccccc1F	2.3%	-6.7	523	i	3.0	1.18	-0.058	0.701	-0.874	3.6	2.1	6.2	0.87	1262	i	-2.5	-2.4	-0.6%
Cc1ccc(-c2ccc(/C=N/NC(=O)CN3CCOCC3)o2)cc1[N+](=O)[O-]	11.5%	0.1	1106	i	-11.8	-0.207	-0.151	-0.183	-0.793	5.1	5.4	4.9	-0.93	1119	i	-5.2	-5.3	2.6%
CCc1cc(C(=O)NNC(=S)NCC2CCCO2)cs1 (stereo not drawn)	-30.2%	x	x	i	-3.3	-0.316	-0.219	-0.784	0.364	2.6	1.4	6.4	x	x	i	-20.3	-4.0	-3.3%
O=C(COc1ccc(Cl)cc1)N1CCN(C(=O)c2cccc(F)c2)CC1	1.3%	-0.4	1157	i	9.5	-1.65	-0.241	-0.546	0.598	2.6	1.4	5.4	1.02	1237	i	-1.8	3.3	-1.2%
COc1ccc2nc(N/C(N)=N/C(=S)Nc3ccc(C)c(C)c3)nc(C)c2c1	8.9%	-0.2	917	i	15.5	-0.03	-0.263	-0.252	0.367	5.0	4.0	7.3	0.85	1237	i	17.6	18.8	-1.9%
O=C(NCCc1ccc(F)cc1)c1cccs1	40.1%	-1.8	1193	i	-4.9	0.736	-0.213	0.302	0.665	3.8	2.5	3.6	x	x	i	14.8	8.8	3.0%
COc1ccc(CNC(=O)Nc2cccs2)cc1OC	-15.8%	x	x	i	-4.2	0.411	-0.189	-0.428	-1.13	5.2	3.2	3.5	x	x	i	10.4	-0.1	5.5%
Cc1ccc(S(=O)(=O)N2CCN(CCO)CC2)cc1-c1nnc2c3ccccc3c(C)nn12	x	x	x	i	-1.9	-0.672	1.3	0.208	0.0491	2.9	2.2	12.5	x	x	i	x	x	x
Cc1cc(C)c2nc(N3CCC(C(=O)NCc4ccccn4)CC3)sc2c1	15.4%	-0.6	1162	i	26.1	0.247	-0.318	0.154	0.407	3.0	2.0	6.8	x	x	i	8.6	10.0	1.2%
CN1N=C2c3ccccc3CCCC2C1c1ccc(F)cc1 (stereo not drawn)	-5.3%	1.7	1046	x	x	0.441	-0.273	0.181	0.299	x	x	x	0.08	1374	i	x	x	-1.6%
CNC(=O)c1csc(-c2cccs2)n1	10.6%	-3.4	1085	i	-8.1	-0.789	-0.221	-1.04	0.546	1.4	1.3	2.2	-0.51	1332	i	-8.4	-16.2	0.5%
Oc1ccc(N=Cc2ccc(O)c(O)c2)cc1	u	-0.9	1107	i	-16.3	-1.63	-0.291	-0.54	0.325	4.0	2.4	3.8	-2.7	518	i	7.0	-4.5	32.5%
CCOC(=O)C(=O)Nc1cc(C(=O)OC)cc(C(=O)OC)c1	5.2%	-1.7	1146	i	13.2	1.01	-0.261	0.747	-0.138	5.0	1.6	8.8	0.39	1397	i	-5.3	14.5	0.9%
CS(=O)(=O)Nc1cccc2cccnc12	7.4%	-4.1	867	i	-6.9	-0.0373	-0.226	0.164	0.19	6.0	3.7	2.1	0.32	1336	i	5.6	4.5	1.7%

Compound profiles, from the list above. Order of screens: AID2073 | bCat nuc transl | bCat nuc transl cell count 5 µM | Autophagy HCS | Autophagy HCS cell loss 18 h | Dynein transport | Dynein transport cytoplasmic EGFP | Dynein transport nuclear GR-EGFP | Dynein transport cell count | MT stabilize HCS | MT stabilize HCS Hoechst-high % | MT stabilize HCS cytotoxicity % | Ins promoter up | Ins promoter up cell count | Yfh1-depleted yeast | WT yeast gro inh | WT yeast gro inh mutant strain | HIV fusion peptide
Record of Cc1cc(C)c2nc(N3CCC(C(=O)NCc4ccccn4)CC3)sc2c1 : 15.4% | -0.6 | 1162 | i | 26.1 | 0.247 | -0.318 | 0.154 | 0.407 | 3.0 | 2.0 | 6.8 | x | x | i | 8.6 | 10.0 | 1.2%
Record of CN1N=C2c3ccccc3CCCC2C1c1ccc(F)cc1 (stereo not drawn) : -5.3% | 1.7 | 1046 | x | x | 0.441 | -0.273 | 0.181 | 0.299 | x | x | x | 0.08 | 1374 | i | x | x | -1.6%

Bioassay records from PubChem.
